# TNAP act mid DEA = human TNAP enzyme activators, primary screen, biochemical, luminescent, intermediate phosphate acceptor level. AID 813, 2007. purified TNAP, CDP-star luminescence, 100 mM DEA, 30 min; stronger effect = higher value; scale: 0 levamisole-inhibited, 1 vehicle-only enzyme. activation factor at 20 µM. Alkaline phosphatase, tissue-nonspecific isozyme (Homo sapiens), P05186. 64,000 tested, under 10 active;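 active = activation factor of at least 2 at 20 µM, relative to controls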
# M1 agonist = M1 muscarinic receptor agonists, primary screen, CHO-M1 cells, Fluo-4 calcium, agonist mode; Muscarinic acetylcholine receptor M1; Fluo-4 calcium fluorescence; stronger effect = higher value; B-score at 10 µM; 3% of 64,000 active; AID 626, 2007;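 active = fluorescence rise, raw or as B-score row- and column-corrected plate score, outside the 99.7% band of its plate's samples, either direction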
# S1P3 agonist = human S1P3 receptor agonists, primary screen, cell-based, primary and confirmation, NFAT-BLA reporter; AID 373, 2006; Sphingosine 1-phosphate receptor 3 (Homo sapiens), Q99500; 0.1% of 60,000 active; S1P3 NFAT-BLA reporter cells, agonism, FRET ratio; relative to 1 µM S1P, basal subtracted; activation, % at 4.5 µM;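 active = activation above the screen-wide mean plus 3 SD, cut at about 4.5% in these data, passing the limit was not always enough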; note: some compounds called inactive have numbers as strong as hits
#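 Measure – % activation relative to 1 µM S1P (100%), per plate · System – stable CHO line with human S1P3, Gα16, NFAT-BLA reporter · Timing – cells plated overnight, compound 4 h 37 °C, substrate 2 h RT · Technique – fluorescent BLA substrate, ex 405 nm, em 460/535 nm ratio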
# HEK293 NFkB inh = inhibitors of PMA/ionomycin-induced NF-kB reporter, primary screen, antigen receptor NF-kB inhibitor project, cell-based, HEK-293 luciferase reporter, luminescence; HEK-293 NF-kB luciferase reporter; inhibition, % at 3 µM; 0.21% of 62,000 active; AID 465, 2006;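 active = inhibition above the mean of all tested compounds plus 3 SD, cut at about 40% in these data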;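 note: 0% = stimulated DMSO wells and 100% = 10 µM reference inhibitor 5653914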
#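 Reagent: PMA plus ionomycin mix as NF-kB-activating stimulus. Assay system: NF-kB luciferase reporter HEK-293 cells. Technique: luminescence from luciferase substrate reagent. Incubation: 1 h compound pre-incubation, 16 h PMA/ionomycin at 37 °C. Benchmarks: DMSO only as uninhibited control, 10 µM reference inhibitor as full inhibition. Repeats: tested once.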
# S1P1 ag-PAM = S1P1 agonists and agonism potentiators, primary screen, cell-based, primary and confirmation screens, CRE-bla reporter | S1P1 CRE-bla cells, forskolin, beta-lactamase FRET, potentiator mode; S1P1 agonist co-added at EC20, 2 nM; 100% = saturating reference agonist, 0% = basal | AID 449, 2006 | 0.57% of 56,000 active | activation, % at 9.5 µM | Sphingosine 1-phosphate receptor 1 (Homo sapiens), P21453;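 active = activation above a cutoff set at the mean activation of all tested compounds plus 3 SD, cut at about 54% in these data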;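 note: forskolin at 4 µM as EC80 and the EC20 agonist is SEW2871; 100% = SEW2871 at its EC100 plus forskolin at EC80; some compounds past the cut are filed as inactive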
# D1 allo mod = D1 CRE-luciferase signal change, two-sided – cell-based, HEK293 D1, dopamine EC30, D1 allosteric modulator project, primary screen; D(1A) dopamine receptor (Homo sapiens), P21728; dopamine EC30 potentiation; actives deviate in either direction; B-score at 10 µM; 5.9% of 58,000 active; AID 641, 2007;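 active = luminescence count or its row- and column-corrected plate score outside the 99.7% band of the plate's sample wells, on either side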
# M1 antagonist = antagonists of rat M1 muscarinic receptor; Muscarinic acetylcholine receptor M1 (Rattus norvegicus), P08482; CHO-M1 cells, Fluo-4 calcium, ACh EC80 antagonist mode; stronger effect = lower value; B-score at 10 µM; 3.4% of 64,000 active; AID 628, 2007;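 active = calcium fluorescence response, raw or row-and-column corrected B-score, differing from the plate sample mean either way at a set confidence level, mostly lower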
# E coli RNAP = E. coli RNAP inhibitors, biochemical; AID 559, 2006; DNA-directed RNA polymerase subunit beta (Escherichia coli (strain K12)), P0A8V2; 0.2% of 62,000 active; E. coli RNA polymerase, fluorescence transcription assay; inhibition, %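 (tested at 10 µM)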; in the data active = inhibition above about 20%;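 note: 0% = enzyme without compound and 100% = no enzyme blank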
# Target sequence (P0A8V2 whole entry, looked up): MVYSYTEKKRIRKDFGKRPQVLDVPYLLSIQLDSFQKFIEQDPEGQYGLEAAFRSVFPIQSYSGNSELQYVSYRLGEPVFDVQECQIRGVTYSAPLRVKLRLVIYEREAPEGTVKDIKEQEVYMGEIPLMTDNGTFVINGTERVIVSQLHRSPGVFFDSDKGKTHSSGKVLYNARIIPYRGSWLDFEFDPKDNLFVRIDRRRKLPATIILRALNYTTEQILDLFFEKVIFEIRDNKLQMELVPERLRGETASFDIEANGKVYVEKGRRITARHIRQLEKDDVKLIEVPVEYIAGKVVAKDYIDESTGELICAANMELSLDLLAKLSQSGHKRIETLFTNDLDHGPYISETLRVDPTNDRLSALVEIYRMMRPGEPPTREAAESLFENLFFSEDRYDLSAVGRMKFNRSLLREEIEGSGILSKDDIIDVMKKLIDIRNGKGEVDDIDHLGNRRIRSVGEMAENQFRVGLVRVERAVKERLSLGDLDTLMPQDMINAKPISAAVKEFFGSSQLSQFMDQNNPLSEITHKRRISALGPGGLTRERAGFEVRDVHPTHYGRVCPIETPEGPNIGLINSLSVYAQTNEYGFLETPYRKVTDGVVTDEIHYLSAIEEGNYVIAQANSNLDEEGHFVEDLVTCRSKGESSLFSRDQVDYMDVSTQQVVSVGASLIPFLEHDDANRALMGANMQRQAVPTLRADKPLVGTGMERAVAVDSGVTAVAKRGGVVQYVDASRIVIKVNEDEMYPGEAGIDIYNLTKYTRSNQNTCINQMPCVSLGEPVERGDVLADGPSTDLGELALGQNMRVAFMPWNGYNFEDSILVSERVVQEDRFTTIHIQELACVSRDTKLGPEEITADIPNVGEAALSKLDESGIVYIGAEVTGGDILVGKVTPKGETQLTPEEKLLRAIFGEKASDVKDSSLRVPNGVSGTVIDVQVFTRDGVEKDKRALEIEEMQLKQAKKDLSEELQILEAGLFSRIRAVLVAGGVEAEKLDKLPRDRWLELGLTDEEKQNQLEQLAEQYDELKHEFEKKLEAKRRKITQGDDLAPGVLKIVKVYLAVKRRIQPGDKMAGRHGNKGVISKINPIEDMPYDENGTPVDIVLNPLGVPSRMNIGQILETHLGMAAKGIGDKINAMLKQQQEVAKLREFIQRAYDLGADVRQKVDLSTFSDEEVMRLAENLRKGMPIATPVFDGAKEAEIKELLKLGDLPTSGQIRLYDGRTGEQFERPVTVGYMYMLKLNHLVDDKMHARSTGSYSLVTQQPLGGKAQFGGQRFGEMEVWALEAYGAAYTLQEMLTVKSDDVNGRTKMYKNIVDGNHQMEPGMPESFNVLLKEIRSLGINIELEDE
# Jurkat viability = cytotoxicity toward Jurkat T cells, primary screen, cytotoxicity control, cell-based, Jurkat E6.1, 60K MLSMR library; Jurkat E6.1 viability, ATP luminescence, 48 h; inhibition, % at 4 µM; 1.2% of 56,000 active; AID 463, 2006;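 active = inhibition above the mean inhibition of all tested compounds plus 3 SD, cut at about 28% in these data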
# * hit, by the source's call; · = no result given.
SMILES,TNAP act mid DEA,M1 agonist,S1P3 agonist,HEK293 NFkB inh,S1P1 ag-PAM,D1 allo mod,M1 antagonist,E coli RNAP,Jurkat viability
O=C1C(C=NCC2CCCO2)=C(O)c2ccccc21 (configuration not stated),1,-1.1,0.1,-6,-39,-0.13,0.33,9,-22
COc1ccc(OC)c(-n2c(SCC(C)=O)nnc2-c2cccc(S(=O)(=O)N(C)C)c2)c1,0.9,0.42,-0.8,14,9,3.8*,-0.61,5,5
CCOC(=O)c1cnc(SC2CC(=O)N(c3cccc(OC)c3)C2=O)nc1N (configuration not stated),1,2,-0.3,·,0,·,0.12,7,·
CCSc1nc2ccccc2n1Cc1nc(N)nc(N(C)C)n1,0.9,-0.9,-0.4,25,-8,5.2*,0.41,1,4
CCN1CCN(C(=O)C2CCN(C(=O)c3cc4sccc4n3CC)CC2)CC1,0.8,-0.15,0.6,6,-22,1.1,0.13,10,-2
Cc1ccc(-n2nnc3c(=O)oc4ccccc4c32)cc1,0.9,-0.3,-0.7,9,-55,0.7,-1.1,3,-10
CCOc1ccc2c(c1)c1nnc(SCC(=O)N3CCCCC3C)nc1n2C (configuration not stated),1,-0.33,0.5,-7,-15,-1,-3.2*,7,-4
O=S(=O)(c1ccc(NCC2CCCCC2)nc1)N1CCOCC1,1,0.66,-0.5,0,-8,0.28,-4.3*,2,0
O=C(Nc1cccc2c1CCCC2)C1CCN(c2nnnn2-c2ccccc2)CC1,0.9,0.67,-1.1,15,-3,0.92,0.3,4,4
CC(=O)/C=C(/C)NC(Cc1c[nH]c2ccccc12)C(=O)O (configuration not stated),1,-0.37,-1.1,8,-21,-0.12,0.3,3,0
COc1ccc(NC(=O)c2ccco2)cc1NC(=O)c1ccc(Br)o1,0.8,8.9*,-0.6,6,·,·,-0.062,·,9
COc1ccccc1CCNC(=O)c1ccoc1C,0.9,0.0055,0.8,4,-6,0.7,0.47,7,5
Cc1cccc(NC(=O)c2snc3c(=O)[nH]cnc23)c1,0.9,-0.57,-1.0,5,1,-0.55,0.31,9,-3
CC1=C(C#N)C(NC(=O)C2CC2)(C(F)(F)F)C(=O)N1 (configuration not stated),0.9,-1,-1.1,22,24,1.5,0.47,0,4
Cc1sc2nc(SCC(=O)N3CCOCC3)[nH]c(=O)c2c1C,1,-0.41,-0.2,3,12,0.85,-0.0061,8,3
Fc1ccc(OCCOCCNCC2CCCO2)cc1 (configuration not stated),0.9,-0.13,-4.0,·,6,·,-0.21,-5,·
CCOc1ccc(OCC)c(S(=O)(=O)N2CCCCC2C)c1 (configuration not stated),0.9,0.079,-1.0,18,4,-0.45,-0.75,7,6
Cn1nnnc1SCc1nc2ccccc2s1,1,-0.42,-0.2,12,-4,0.78,-1,7,-2
COc1ccc(OC)c(NC(=O)COC(=O)c2ccc(S(=O)(=O)N3CCOCC3)cc2)c1,0.9,-0.25,·,16,·,-0.84,1.5,4,·
C/C(=C\C(=O)O)CC(=O)O,0.8,0.21,-4.0,·,3,-0.19,-1.4,9,·
C=CCOC(=O)C1=C(C)NC(SCC(=O)NC(=O)OCC)=C(C#N)C1c1cccnc1 (configuration not stated),1,-0.019,0.8,17,-5,-0.81,-0.013,4,0
O=C(Cn1cnnn1)Nc1ccccc1Cc1ccccc1,0.9,-1.4,-0.4,12,-7,-0.68,-0.55,3,-3
Cc1ccc(-c2c3c(=O)n(C)c(=O)n(C)c3cn2-c2ccccc2O)cc1,0.9,0.25,0.1,0,1,3.1,0.019,0,0
O=C(O)CCCNC1=NCCC1,1,-0.0094,0.1,15,-26,-0.088,0.012,5,-10
COc1cc(OC)nc(NC2OC(=O)c3ccccc32)n1 (configuration not stated),·,0.041,-1.3,8,-8,0.11,0.56,·,-6
SMILES,TNAP act mid DEA,M1 agonist,S1P3 agonist,HEK293 NFkB inh,S1P1 ag-PAM,D1 allo mod,M1 antagonist,E coli RNAP,Jurkat viability
Cc1cc(C(=O)N2CCN(c3ncccn3)CC2)sc1-c1ccccc1,1,-0.057,-0.1,2,-11,0.34,-0.78,6,-1
CC(NC(=O)c1cc2sccc2n1C)c1ccc2c(c1)OCCO2 (configuration not stated),1,0.086,-0.9,10,1,0.43,0.32,4,22
COC(=O)CN1C(=O)C(O)(CC(=O)c2ccc(C)cc2)c2cc(Br)ccc21 (configuration not stated),0.9,-0.9,-0.6,2,10,-1.1,0.009,4,-8
CCOC(=O)c1[nH]c2cc3c(cc2c1NC(=O)CN1CC(C)CC(C)C1)OCO3 (configuration not stated),1,0.085,-1.4,·,-12,·,0.76,-2,·
CCCc1nc2oc3c(NCCOCCO)ncnc3c2c2c1COC(C)(C)C2,1,·,-0.9,27,6,14*,·,-10,10
CCc1ccc(-c2nc(C(N)=O)c3[nH]c(=O)n(-c4ccccc4OC)c3n2)cc1,0.9,-0.16,-1.9,31,-11,1.2,1.9,2,11
CC1(C)Cc2c(c(N3CCCC3)nc3sc4c(N5CCN(CCO)CC5)ncnc4c23)CO1,0.9,-0.013,·,8,·,·,-1.3,6,·
O=C(NC1CC2CCC(C1)N2C(=O)NC1CCCCC1)NC12CC3CC(CC(C3)C1)C2 (configuration not stated),1,0.89,-0.4,15,-4,0.35,-0.037,6,-3
Cc1c(C(=O)NCC2CCCO2)oc2ccc(S(=O)(=O)N3CCCCC3)cc12 (configuration not stated),0.9,0.15,-0.8,16,-13,0.0078,-0.42,5,4
COc1ccc(CCNC(=O)CSc2nc(-c3ccco3)cc(C(F)(F)F)n2)cc1,0.9,-0.12,-1.0,14,-5,0.28,-0.56,2,8
CC1(C)CC(=O)C2=C(C1)NC(=O)CC2c1cc2c(cc1Br)OCO2 (configuration not stated),1,-0.13,-0.8,3,-22,-0.16,-0.049,2,2
COc1cc2[nH]c(=O)n(CCCCCC(=O)NCCCN3CCOCC3)c(=O)c2cc1OC,0.9,-1.2,·,18,·,-0.76,0.88,5,·
Nc1nc(SCc2ccc(Cl)cc2)ns1,0.8,-0.9,-0.3,-9,-1,0.36,-0.051,-5,4
Cc1ccc2[nH]c3c(NCCN4CCOCC4)ncnc3c2c1,0.9,1.4,-3.3,·,5,0.99,0.035,5,·
O=C(CS(=O)(=O)Cc1ccccc1)N1CCN(C(=O)c2ccco2)CC1,1,-0.0023,-0.2,19,1,0.22,1.3,12,-5
CC1(C)CC(=O)c2cc(OCC(=O)NCCCN3CCN(c4ccc(F)cc4)CC3)ccc2O1,0.9,13*,-0.3,13,-5,-4.2*,-0.87,0,7
Cc1cc(O)c(NC(=O)c2ccco2)cc1C,0.9,0.014,0.9,8,-17,-0.0005,0.53,8,-4
O=C(COc1ncnc2ccc(Br)cc12)Nc1ccc(N2CCOCC2)cc1,0.9,-0.023,0.4,6,-2,-0.33,0.42,4,-4
Clc1cccc(-c2nnc(SCc3nc4ccccc4[nH]3)n2Cc2ccco2)c1,1,·,0.3,24,-16,-0.016,·,5,2
COC(=O)Cn1c(=N)n(CCN2CCCCC2)c2ccccc21,0.9,0.0028,-0.9,15,6,0.01,-0.48,-10,8
CCOC(=O)N1CCN(Cc2cn3ccccc3n2)CC1,1,-0.2,·,2,·,0.11,0.4,11,·
COc1ccc(OC)c(CN2CCN(C(=O)c3cccs3)CC2)c1,0.9,15*,0.9,4,-23,0.59,-0.4,7,-8
COc1ccc(C(=O)Nc2ccc(Cl)cn2)cc1Cl,0.8,0.51,-0.8,-2,-12,-1.9,-0.44,6,5
CC1(c2ccco2)NC(=O)NC1=O (configuration not stated),0.9,-0.26,0.4,·,5,·,-0.52,·,·
CCN(C)c1ccc(/C=N\n2nnnc2N)cc1,1,-0.43,0.9,-11,-4,-0.51,0.45,8,82*
SMILES,TNAP act mid DEA,M1 agonist,S1P3 agonist,HEK293 NFkB inh,S1P1 ag-PAM,D1 allo mod,M1 antagonist,E coli RNAP,Jurkat viability
Cn1ccnc1SCC(=O)Nc1sccc1C#N,0.8,0.17,0.0,16,27,·,-0.67,17,-2
O=C(NCCCCNC(=O)C1CCCC1)C1CCCC1,0.9,·,-0.8,6,13,-0.024,·,5,-3
O=C(CN1CCC(n2nnc3cc(F)ccc32)CC1)NC1CC1,0.9,-0.99,0.3,2,4,0.22,0.16,7,-4
CC(NC(=O)c1ccco1)C(c1cccs1)N1CCN(c2ccc(F)cc2)CC1 (configuration not stated),1,-0.039,-1.2,5,29,-0.062,0.25,0,0
CC1(C)CC(=O)c2cnc(NCc3ccco3)nc2C1,0.8,-0.21,-0.6,3,-24,0.0035,0.3,-2,2
Cc1ccc(C)n1-c1ccc(-n2cnnn2)cc1,1,0.13,-0.7,-2,-6,0.0073,0.29,3,-8
Cc1ccc(C2C(=O)N(C3CCCC3)CC(=O)N2CC2COc3ccccc3O2)cc1 (configuration not stated),0.9,-1.8,·,8,·,-0.76,-0.73,1,·
O=C(NC1CCCCCC1)C1c2ccccc2C(=O)N1CCCN1CCOCC1 (configuration not stated),1,0.94,-0.3,9,1,-0.62,0.34,-12,8
CCCCNC(=O)OC1CCS(=O)(=O)C1 (configuration not stated),1,-1.8,-1.2,13,-5,-0.047,-0.057,7,3
CCOC(=O)C1=C(C)NC(C)=C(C(=O)OCC)C1C(=O)OCC(=O)N1CCC(C)CC1,0.9,-0.12,-0.1,13,3,-0.11,1.1,10,5
N#CC1=C(N)Oc2n[nH]c(-c3ccccc3)c2C1c1ccncc1 (configuration not stated),0.8,0.62,0.0,2,4,0.39,-0.32,3,3
CCOCCOCN(C#N)c1nc(OC)nc(N(C)C)n1,1,-0.32,·,7,·,·,1.3,6,·
Cc1cc(-c2c(C)n([O-])c(C)c(C)[n+]2=O)ccc1F,0.9,1.6,·,10,·,-0.45,-0.47,-2,·
CCCCC(=O)OCC(=O)Nc1ccc(OC(F)F)cc1,0.9,-0.14,-1.3,2,7,·,1,2,3
O=C(C1CCCO1)N1CCC(O)(c2ccccc2)CC1 (configuration not stated),0.9,0.9,-0.4,13,-3,0.37,-0.34,-3,-1
CC(C)(C)c1cc(NS(=O)(=O)c2ccc3c(c2)OCCO3)on1,0.9,-0.014,-1.5,23,3,-1.3,0.018,4,-4

# Full records, looked up by structure. Order of screens: TNAP act mid DEA	M1 agonist	S1P3 agonist	HEK293 NFkB inh	S1P1 ag-PAM	D1 allo mod	M1 antagonist	E coli RNAP	Jurkat viability
# CC1(C)CC(=O)c2cnc(NCc3ccco3)nc2C1 is listed as 0.8	-0.21	-0.6	3	-24	0.0035	0.3	-2	2
# O=C(C1CCCO1)N1CCC(O)(c2ccccc2)CC1 (configuration not stated) is listed as 0.9	0.9	-0.4	13	-3	0.37	-0.34	-3	-1
# Cn1ccnc1SCC(=O)Nc1sccc1C#N is listed as 0.8	0.17	0.0	16	27	·	-0.67	17	-2
